# PLCb3 inh = PLC-beta3 (human) inhibition, primary screen. Purified PLC-beta3, fluorogenic substrate, fluorescence. inhibition, % at 12.2 µM. actives 0.18% (n = 370,000). AID 720704; in the data active = inhibition above about 11%;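 also: 0% = median of compound wells on plate and 100% = full blocker control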
# DAX1 inh-1 = inhibitors of human orphan nuclear receptor DAX1 (NR0B1) | HEK293 Gal4-DAX1 luciferase reporter, luminescence | inhibition, % at 6.75 µM | AID 504766 | P51843 | actives 0.99% (n = 340,000);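 active = inhibition above the mean over all tested compounds plus 3 SD, cut at about 4.2% in these data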;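 also: 0% = DAX1-transfected cells with DMSO and 100% = empty-vector control cells with DMSO; inhibition shows as a rise in luminescence from relieved DAX1 repression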
# hgDAF12 agonist = activates the H. glycines DAF-12 receptor ligand-binding domain | AID 687014 | activation, % at 6.8 µM | HEK293 GAL4-hgDAF12 UAS-luciferase reporter, agonist luminescence; normalized to butyrate control | actives 1.8% (n = 370,000);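 active = activation above a cutoff set at the mean of all screened compounds plus 3 SD, cut at about 10% in these data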;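 also: 0% = DMSO wells and 100% = sodium butyrate wells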
# ADAM17 inh = inhibitors of human ADAM17; actives 0.83% (n = 370,000); inhibition, % at 6.95 µM; recombinant ADAM17, EDANS/DABCYL FRET peptide cleavage; P78536;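 active = inhibition above the mean of compounds lying between control limits plus 3 SD, set per campaign, cut at about 8.5% in these data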;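 also: 0% = DMSO-only wells as the low control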
# Target sequence (P78536 215-824 limits assumed): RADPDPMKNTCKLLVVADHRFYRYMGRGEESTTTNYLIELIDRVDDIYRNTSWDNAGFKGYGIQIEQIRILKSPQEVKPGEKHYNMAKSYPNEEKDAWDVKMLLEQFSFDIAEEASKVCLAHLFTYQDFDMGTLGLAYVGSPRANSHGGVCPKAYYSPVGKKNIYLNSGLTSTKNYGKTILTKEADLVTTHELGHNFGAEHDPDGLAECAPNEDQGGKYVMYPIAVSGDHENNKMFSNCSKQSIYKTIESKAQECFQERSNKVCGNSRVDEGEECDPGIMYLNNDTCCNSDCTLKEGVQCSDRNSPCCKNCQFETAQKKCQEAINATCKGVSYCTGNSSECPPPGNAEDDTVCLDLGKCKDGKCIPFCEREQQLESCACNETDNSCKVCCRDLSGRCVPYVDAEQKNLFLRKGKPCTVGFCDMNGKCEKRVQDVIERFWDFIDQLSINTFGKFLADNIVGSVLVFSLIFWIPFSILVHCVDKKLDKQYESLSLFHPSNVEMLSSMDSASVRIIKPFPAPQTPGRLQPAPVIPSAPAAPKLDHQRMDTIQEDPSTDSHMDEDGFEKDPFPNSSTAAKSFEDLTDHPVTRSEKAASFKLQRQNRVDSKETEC
# FXN GAA850 act = frataxin GAA850 promoter activation. AID 540364. HEK293 lucGAA850 FXN promoter luciferase reporter, 24 h; percent of 10 µM SAHA response. activation, % at 6 µM. actives 0.56% (n = 360,000);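 active = activation above the average of all compounds screened plus 3 SD, cutoff fixed separately per campaign, cut at about 7.5% in these data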;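 also: 0% = DMSO wells and 100% = 10 µM SAHA wells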
# ssDAF12 agonist = S. stercoralis DAF-12 activation, primary screen. HEK293 ssDAF-12/GRIP1 lit1-tk-luc reporter, luminescence; % of 3 µM dafachronic acid response. activation, % at 6.8 µM. actives 1% (n = 370,000). AID 652126;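 active = activation above the mean over all tested compounds plus 3 SD, cut at about 0.9% in these data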;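 also: 0% = DMSO-only wells and 100% = 3 µM delta7-dafachronic acid wells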
# ADAM10 inh = inhibitors of human ADAM10; recombinant ADAM10, EDANS/DABCYL FRET peptide cleavage, 3 h; actives 0.62% (n = 370,000); O14672; inhibition, % at 7 µM;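 active = inhibition above a per-campaign cutoff equal to the mean of compounds falling between control-based bounds plus 3 SD, cut at about 20% in these data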;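 also: 0% = DMSO wells while the 100% control is not disclosed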
# hcDAF12 agonist = H. contortus DAF-12 activation, primary screen; HEK293 hcDAF-12 lit1-tk-luc reporter, luminescence; 0% DMSO, 100% Δ7-dafachronic acid; activation, % at 6.8 µM; actives 1.4% (n = 370,000); AID 652067;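 active = activation above the mean of all tested compounds plus 3 SD, cut at about 5.5% in these data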;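 also: 100% = response to 3 µM Δ7-dafachronic acid high control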
# sPLA2-III inh = Blocks human group III sPLA2 activity. inhibition, % at 12.2 µM. Q9NZ20. actives 0.56% (n = 370,000). AID 743126. QFRET BODIPY PC-A2 liposome hydrolysis, fluorescence;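 active = inhibition above mean plus 3 SD of compounds lying within the high and low control bounds, cut at about 19% in these data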;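 also: 0% = median of test compound wells and 100% = no enzyme DMSO wells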
# Target sequence (Q9NZ20 whole entry, looked up): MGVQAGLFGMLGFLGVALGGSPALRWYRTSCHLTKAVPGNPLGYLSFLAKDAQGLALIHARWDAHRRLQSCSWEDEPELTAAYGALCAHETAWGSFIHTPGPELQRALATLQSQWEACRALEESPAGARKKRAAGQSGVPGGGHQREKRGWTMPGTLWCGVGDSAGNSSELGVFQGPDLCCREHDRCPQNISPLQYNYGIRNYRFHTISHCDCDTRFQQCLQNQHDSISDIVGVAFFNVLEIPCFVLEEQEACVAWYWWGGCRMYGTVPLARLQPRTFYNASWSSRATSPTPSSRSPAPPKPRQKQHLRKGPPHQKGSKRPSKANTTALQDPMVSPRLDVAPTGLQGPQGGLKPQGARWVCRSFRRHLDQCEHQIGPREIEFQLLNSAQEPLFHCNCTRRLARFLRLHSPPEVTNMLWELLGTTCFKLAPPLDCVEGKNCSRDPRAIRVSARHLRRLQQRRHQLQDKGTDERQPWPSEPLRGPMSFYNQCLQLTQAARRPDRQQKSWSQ
# DAX1 inh-2 = inhibitors of DAX1 repression of SF-1 activated StAR promoter; actives 1.1% (n = 370,000); AID 652010; HEK293T StAR-luciferase reporter, SF-1/DAX-1 repression relief; inhibition, % at 6.8 µM;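 active = inhibition above the mean over all tested compounds plus 3 SD, cut at about 3.6% in these data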;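 also: 0% = DAX-1 cells with DMSO and 100% = cells lacking DAX-1 with DMSO; higher inhibition means more luminescence from relief of DAX-1 repression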
# PLCg1 inh = PLC-gamma1 (human) inhibition, primary screen. purified PLC-gamma1, fluorogenic substrate, fluorescence. inhibition, % at 12.2 µM. actives 0.84% (n = 370,000); in the data active = inhibition above about 9.5%
# The depositor's hits bear a star; i = inactive; x = no result given. Rows were taken by chance; overall some 6.9% were active at least once.
SMILES,PLCb3 inh,DAX1 inh-1,hgDAF12 agonist,ADAM17 inh,FXN GAA850 act,ssDAF12 agonist,ADAM10 inh,hcDAF12 agonist,sPLA2-III inh,DAX1 inh-2,PLCg1 inh
COc1ccccc1C(=O)NC(=O)COC(=O)c1ccc(Cl)nc1,-8,-0.6,1.4,-2,0.6,-0.7,-7,-0.7,2,0.3,-1
O=C(c1ccoc1)N1CCC2(CCCN(Cc3ccc(F)c(F)c3)C2)C1 (stereo not given),-2,0.5,0.8,1,0.3,-0.2,9,-1.0,-7,-0.8,2
COc1ccc(CNc2nc3nc(C)cc(C)n3n2)cc1OC,1,0.9,0.5,2,3.6,-1.3,-4,-0.6,-4,-0.1,0
CC(=O)Nc1ccc(NC(=O)C2CC(=O)N=C(N)S2)cc1 (stereo not given),-1,-1.3,-0.3,-4,-0.7,-0.9,12,-0.8,8,-0.1,2
CCN(Cc1ccccc1)Cc1cc(OC)cc(OC)c1,2,-0.9,1.1,-2,-2.4,-1.2,-14,-1.1,9,0.7,3
Cc1cccc(C)c1NC(=O)CSCc1cccc(CSCC(=O)Nc2c(C)cccc2C)n1,3,0.6,-1.2,-2,-1.2,-0.4,-1,-0.1,7,-0.5,7
CCOc1ccc(-n2cc(-c3ccccc3)c3c(=O)[nH]cnc32)cc1,-3,0.6,-0.1,0,4.6,-0.6,7,-1.5,-7,-1.1,2
CCN(CC(=O)Nc1ccccc1OC)C(=O)c1ccc(N(C)S(=O)(=O)c2ccc(C)cc2)cc1,-3,-2.5,-4.2,2,-0.1,-1.5,-8,-0.4,-7,-2.1,3
CCOC(=O)c1c(N)sc2c1CCS(=O)(=O)C2,-3,0.8,-1.3,0,-0.3,-1.0,-7,-1.0,3,0.0,-2
COc1ccc(-n2cnc3cc(N)ccc32)cc1,-10,1.3,3.7,-3,3.2,-1.5,0,3.6,9,1.5,-8
COc1ccc(CC(=O)NCCC(C)C)cc1S(=O)(=O)N1CCOCC1,-2,0.0,2.1,-5,1.5,-1.6,-1,-0.3,3,1.6,-1
CCN(CC)CC(=O)N(CC(=O)Nc1c(C)cc(C)cc1C)C1CCCCC1,1,-0.8,-3.0,-6,2.3,-1.0,2,0.8,4,-0.3,2
CC(C)(C)OC(=O)NNC(=O)Nc1ccccc1C(F)(F)F,2,0.8,5.5,0,4.2,-1.6,4,0.1,-3,0.3,0
COc1ccc2nc(C)cc(N3CC(C)OC(C)C3)c2c1 (stereo not given),4,-0.1,4.2,0,-0.7,-1.4,-2,-1.2,5,-0.9,7
CC1CC(C)(C)CC2(C1)NC(=O)N(CC(=O)Nc1ccc3[nH]c(=O)[nH]c3c1)C2=O (stereo not given),-34,0.1,0.1,-7,-0.3,-0.4,-11,-1.3,-7,1.3,-21
Cc1csc2nc(O)c(C(=O)NC3CCCCC3C)c(=O)n12 (stereo not given),3,-0.4,2.0,-1,1.5,-0.6,-10,1.0,6,0.6,-2
Cc1ccc(OCC(=O)N[C@@H](C)c2nnc3ccccn23)cc1C,-9,0.3,-2.3,-5,-1.2,-0.8,-5,-0.3,-2,-0.2,-2
COc1cccc(NC(=O)CSC2=C(C#N)C(c3ccco3)C3=C(CCCC3=O)N2)c1 (stereo not given),-21,-1.2,2.2,-4,-2.5,-1.0,-8,-1.9,-16,0.0,-16
N#Cc1cnn2c(-c3ccccc3)ccnc12,i,0.8,-0.7,-214,-1.2,-1.2,-465,-1.6,3,-0.4,i
Cc1nc(CC(=O)N2CCN(c3cccc(C)c3C)CC2)cs1,-7,0.4,-0.3,-6,-0.3,-0.9,-1,-2.3,-4,0.1,-5

# Look-ups from the entries so far:
# Entry of Cc1ccc(OCC(=O)N[C@@H](C)c2nnc3ccccn23)cc1C in ssDAF12 agonist: -0.8
# Entry of Cc1nc(CC(=O)N2CCN(c3cccc(C)c3C)CC2)cs1 in sPLA2-III inh: -4

# New compounds follow:
SMILES,PLCb3 inh,DAX1 inh-1,hgDAF12 agonist,ADAM17 inh,FXN GAA850 act,ssDAF12 agonist,ADAM10 inh,hcDAF12 agonist,sPLA2-III inh,DAX1 inh-2,PLCg1 inh
COc1ccc(-c2cc3nc(NCc4ccc(N(C)C)cc4)n(C)c(=O)c3s2)cc1OC,-41,x,-1.1,-52,-1.9,-1.4,-227,-2.3,-2,-4.9,-32
O=C(c1ccco1)n1nc(-c2cccnc2)nc1NCc1ccco1,0,-1.3,1.6,-5,-1.0,-0.9,-11,-0.8,8,-0.1,-3
N#Cc1c(NC(=O)CSc2nc(N)cc(=O)[nH]2)sc2c1CCCC2,1,0.5,-3.2,0,1.9,-1.8,-9,-1.0,-8,-0.7,1
COc1cccc(/C=N/n2c(COc3ccccc3)n[nH]c2=S)c1O,-3,0.6,-0.9,-2,0.7,-1.7,-4,2.6,5,-0.1,-3
NC(=O)CSc1nnc(-c2cccs2)n1-c1ccccc1,1,-0.3,2.1,-4,-0.7,-0.7,-5,-1.7,-2,-0.4,3
COc1ccc(-c2csc3ncnc(N4CCN(C(=O)c5ccco5)CC4)c23)cc1,-7,-0.1,-1.3,-1,0.9,-1.2,4,-2.7,-11,-0.5,-2
O=Nc1ccc(Br)cn1,-19,x,5.2,-8,x,-0.4,-16,2.6,-8,0.1,-11
O=C1NC[C@H](CCCCN2CCN(Cc3ccccc3)C(=O)C2=O)N(CCc2ccccc2)C1=O,3,x,2.3,-1,x,-0.8,-8,-0.9,5,0.6,1
C=CCN(CC=C)S(=O)(=O)c1ncn[nH]1,3,0.2,1.2,-3,-0.1,-1.1,3,-1.2,-14,0.8,3
COc1cccc(/C=N/NC(=O)c2c(C)nc3ccc(Cl)cn23)c1OC,-8,1.1,1.5,0,0.4,-1.2,-4,-1.3,0,-0.2,-2
CC1=NN(C(=O)c2ccc(C)cc2)C(O)(C(F)(F)OC(F)(F)F)C1 (stereo not given),1,3.4,9.6,-5,-1.6,-0.8,-13,-1.0,-2,-0.3,1
COC(=O)[C@@H](NCc1ccc(B(O)O)cc1)C(C)C,0,0.3,-3.5,-1,0.6,-1.0,-23,0.1,0,0.4,1
Cc1cc(=O)oc2cc(OCCc3ccccc3)ccc12,-74,-1.3,2.0,-148,-0.3,0.0,-375,3.7,-10,0.1,-48
CCOC(=O)c1c(C)[nH]c(C)c1C(=O)CSc1nc2ccccc2c(=O)n1-c1ccc(CC)cc1,1,0.1,-0.3,2,-5.9,0.3,1,-2.2,0,0.1,3
CC(=O)Nc1ccc(NC(=O)C(C)OC(=O)C2CC3C=CC2C3)cc1 (stereo not given),3,0.3,-1.8,0,1.9,-0.7,-1,-1.4,-1,0.3,0
CSc1cccc(NC(=O)c2ccc(CN3CCc4ccccc4C3)cc2)c1,-12,-3.9,-5.2,3,1.9,-1.5,13,-4.4,-9,-1.5,-2
c1ccc(COc2cccc(-c3cc4nc(NCCc5ccncc5)ccn4n3)c2)cc1,-106,x,-2.9,-41,3.5,-2.0,-118,-2.1,-44,-3.1,-63
C[C@@H]1CN([C@@H](C)CO)C(=O)CCCn2nncc2CO[C@@H]1CN(C)S(=O)(=O)c1ccc(Oc2ccccc2)nc1,0,-1.0,-0.5,-3,-1.4,-1.0,0,-0.3,-4,0.5,0
C/C(=N\NC(=O)c1c[nH]c2ccccc12)c1ccco1,-2,0.4,4.4,-1,4.9,0.2,4,5.9*,-8,2.0,-1
COc1ccc(CCNC(=O)C/C(C)=N/NC(=O)c2ccc(Cl)cc2Cl)cc1OC,-4,0.4,0.2,1,-0.6,-0.5,5,-0.6,-4,0.2,-3
COc1ccccc1/C=C1\SC(=S)N(CCC(=O)Nc2nnc(C)s2)C1=O,-7,0.0,-1.4,-1,2.1,-1.0,-4,-1.4,7,0.6,0
CC(=C/c1ccccc1)/C=N/n1c(-c2ccco2)n[nH]c1=S,-1,-0.7,-3.2,-2,-2.2,-1.8,4,-0.7,-12,-0.5,1
Cc1cc(C)cc(NC(=O)C(NCC2CCCO2)c2ccccc2)c1 (stereo not given),5,-0.4,-1.4,5,0.8,-0.7,-2,-1.2,3,-0.1,7
c1ccc(CN(CCN2CCOCC2)Cc2ccccc2)cc1,8,-0.5,1.3,6,1.5,-0.7,0,0.4,4,0.2,6
CC(C)(C)OC(=O)CN1C(=O)NC(Cc2c[nH]c3ccccc23)C1=O (stereo not given),-3,1.1,0.9,-4,-0.6,-0.6,3,1.9,-65,0.1,0
FC(F)(F)c1cccc(Cc2noc(CN3C[C@@H]4CCC[C@H]3C4)n2)c1,-2,0.9,-1.5,0,1.2,-1.5,-9,-0.3,5,0.8,1
O=C(c1ccco1)N1CCN(Cc2cccc([N+](=O)[O-])c2)CC1,4,-1.2,1.9,-2,1.0,-1.3,0,-2.1,4,-0.1,3
CC(C)(C)c1ccc(C(=O)Nc2ccccc2C(=O)NCCN2CCOCC2)cc1,-9,0.7,4.1,-2,1.9,-1.1,5,-0.7,-7,-0.5,0
CN(CC(=O)NCc1ccncc1)S(=O)(=O)c1ccc2ccccc2c1,4,-0.8,-1.4,-1,1.6,-1.5,1,-2.5,0,-0.4,1
Nc1ccc2c(C(F)(F)F)cc(=O)oc2c1,i,-0.5,-0.8,i,-0.9,-1.4,i,-0.6,6,-0.5,i
COc1ccc(CCNC(=O)C2CCC(=O)N(CCc3ccc(OC)cc3)C2)cc1 (stereo not given),-4,2.0,1.2,-3,-0.8,-0.8,-4,-0.8,11,-1.1,-1
CC1CCCCC1NC(=O)C1CCN(S(=O)(=O)N2CCOCC2)CC1 (stereo not given),1,-0.9,-1.9,-4,-0.7,-1.6,4,0.6,9,-0.8,0
O=C(COC(=O)C1CCN(c2ccc(C(F)(F)F)cn2)CC1)c1ccc(F)cc1,-1,0.1,-0.1,0,-0.2,-1.6,5,-0.3,-5,-1.1,2
Cc1nn(-c2ccccc2)c(C)c1/C=N/n1c(-c2ccccc2Br)n[nH]c1=S,-5,1.2,-1.2,1,3.4,-1.2,3,-1.0,11,0.1,1
C=CCNC(=O)C1CCN(S(=O)(=O)c2ccccc2)CC1,2,1.9,0.3,-2,-1.3,-1.9,-4,-1.0,-1,0.2,-1
CC(=O)Nc1cccc(-c2ccnc3c2CC(C)(C(=O)Nc2cccc(NS(C)(=O)=O)c2)O3)c1 (stereo not given),1,x,-2.5,0,1.1,-0.9,-3,-0.1,-9,-0.4,-3
Nc1nc(Cl)cc(Oc2ccccc2F)n1,-5,4.2,0.6,-6,1.7,-2.0,-3,-2.4,-5,0.1,-1
COc1ccc(NC(=O)C2C3C=CC4(O3)C2C(=O)N(CCCN2CCCCC2)C4C(=O)NC2CCCC(C)C2C)cc1 (stereo not given),-4,0.3,-1.6,-1,0.9,-0.4,-4,-1.2,1,-0.1,-3
NC(=O)C1(N2CCCCC2)CCN(C(=S)Nc2ccc(F)c(Cl)c2)CC1,3,1.4,3.6,-2,-1.0,-1.4,-2,0.1,0,-0.3,-1

# Bioassay records: PubChem BioAssay, The Scripps Research Institute Molecular Screening Center
